CDK5 p35 inh – CDK5/p35 (human) kinase inhibition; Q00535+Q15078; AID 488839; Recombinant CDK5/p35, ADP-Glo luminescence, 60 min; 330,000 tested, 0.01% active; inhibition, % at 10 µM;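 active = highest replicate inhibition of at least 50% and at least 75% of replicates reaching 50%; inconclusive = only one of the two criteria met; inactive = both criteria failed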;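 also: plate controls were DMSO neutral control for no effect and GW8510 at 10 µM for full effect; many of its hits are not listed in these tables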
dFosB activator – mouse delta FosB homodimer activation; P13346; purified delta FosB, TAMRA-CDK5 oligo fluorescence polarization; percent of positive-control signal above neutral wells; activation, % at 25 µM; 340,000 tested, 0.99% active;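 active = mean activation above about 17%, with every replicate also reaching it, limit read from the data, passing the limit was not always enough; inconclusive = only one of the two conditions met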;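 also: fluorescence polarization rise as delta FosB binds a TAMRA Cdk5 AP-1 oligo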
Target sequence (P13346 whole entry, looked up): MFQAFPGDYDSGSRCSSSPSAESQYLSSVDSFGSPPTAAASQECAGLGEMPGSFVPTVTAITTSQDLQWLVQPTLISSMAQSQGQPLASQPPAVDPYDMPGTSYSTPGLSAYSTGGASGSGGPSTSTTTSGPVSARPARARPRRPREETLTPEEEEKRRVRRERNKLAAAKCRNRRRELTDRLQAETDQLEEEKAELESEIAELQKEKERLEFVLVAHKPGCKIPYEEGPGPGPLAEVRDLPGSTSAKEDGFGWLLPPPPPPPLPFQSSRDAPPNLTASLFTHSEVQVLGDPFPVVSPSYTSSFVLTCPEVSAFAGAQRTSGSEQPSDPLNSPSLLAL
MITF TRPM1 HTS – activators of MITF-driven TRPM1 promoter activity in SK-MEL-5 cells; activation, % at 12.5 µM; 300,000 tested, 0.75% active; SK-MEL-5 TRPM1-promoter luciferase, 24 h; % of positive control, neutral wells = 0;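 active = mean activation of at least 80% with every replicate also reaching 80%; inconclusive = mean reaches 80% but some replicate falls short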;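 also: 0% = neutral control wells and 100% = parthenolide positive control wells; values of inactives mirror those of a sister screen read the other way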
Arrestin-AP2 inh – human beta-arrestin and AP2 interaction inhibition; FITC-arrestin peptide / GST-AP2 beads, flow cytometry; AP2 beta2 appendage carries R879A mutation; inhibition, % at 10 µM; 340,000 tested, 0.31% active; AID 504490;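 active = inhibition above a set limit, near 3 SD of compounds lacking own fluorescence, cut at about 54% in these data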;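 also: plate controls were DMSO wells for no effect and 5 µM unlabelled arrestin peptide for full effect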
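System: GST-tagged AP2 beta2-adaptin appendage (R879A) on 4 µm glutathione beads / Reagent: FITC-arrestin peptide, 50 nM / Detection: HyperCyt-sampled flow cytometry, FL1 channel, ex 488/em 535 nm / Timing: 12 min plus 1 h, RT / Buffer or medium: PBS plus Tween 20 (0.05%) and BSA (0.1%)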
PKA-R1A activ – activates the PKA-R1A holoenzyme complex. 340,000 tested, 0.083% active. PKA-R1A dissociation, Cy5-IP20 fluorescence polarization; scaled: DMSO 0%, 113 µM cGMP 100%. activation, % at 11.4 µM. AID 504707;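 active = percent activation above the mean of all tested compounds plus 3 SD, cut at about 19% in these data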;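 also: higher means more PKAc released from R1A so a rise in polarization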
SUMO Mot1 rescue – SUMOylation pathway inhibition by Mot1-301 growth rescue. S. cerevisiae Mot1-301 growth rescue, ATP luminescence, 38.5C; percent above DMSO median, 100 means doubled. growth rescue, % at 18.8 µM. 320,000 tested, 1% active. AID 2716;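 active = every valid replicate shows activation above 250% relative to neutral control wells; inactive = the rest, any valid replicate at or below 250%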;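 also: OY570 slx delta 5 strain wells were the positive control but not used for scaling; some compounds called inactive have numbers as strong as hits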
PKA-R2B act – PKA-R2B complex activation | 340,000 tested, 0.079% active | PKA-R2B holoenzyme dissociation, Cy5-IP20 fluorescence polarization; R2B truncated from residue 108, S112A mutant; 0% DMSO only, 100% 113 µM cGMP | AID 504700 | activation, % at 11.4 µM | P22694+P31323;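 active = activation above a cutoff set at the mean over all compounds plus 3 SD, cut at about 18% in these data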;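 also: higher means more holoenzyme dissociation and a rise in polarization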
Target sequence (P31323 whole entry, looked up, other chains not shown, the tested form may be a part): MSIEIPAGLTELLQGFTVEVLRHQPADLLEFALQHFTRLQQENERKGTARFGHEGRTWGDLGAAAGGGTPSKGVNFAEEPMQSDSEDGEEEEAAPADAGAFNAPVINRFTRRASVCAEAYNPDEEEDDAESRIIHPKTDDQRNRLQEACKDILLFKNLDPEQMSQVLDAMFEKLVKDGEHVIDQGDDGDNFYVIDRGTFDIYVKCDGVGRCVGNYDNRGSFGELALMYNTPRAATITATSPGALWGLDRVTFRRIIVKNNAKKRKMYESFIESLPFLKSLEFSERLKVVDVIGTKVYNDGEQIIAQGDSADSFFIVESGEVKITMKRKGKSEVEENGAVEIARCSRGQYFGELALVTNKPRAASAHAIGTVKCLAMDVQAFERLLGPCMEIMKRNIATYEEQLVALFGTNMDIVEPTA
Pemphigus Ab inh – blocks pemphigus antibody binding to human desmoglein-3 | P32926 | DSG3-coupled beads, scFv-anti-DSG3-GFP binding, flow cytometry; hits give low values | binding (percent of control), % at 10 µM | 310,000 tested, 0.48% active;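 active = binding more than 3 SD below its plate's average and above zero; inconclusive = below that plate limit but binding exactly zero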;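 also: hits lower antibody fragment binding to DSG3; some compounds called inactive have numbers as strong as hits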
NSD2 inh – blocks human histone methyltransferase NSD2; NSD2 peptide methylation, AlphaScreen, 120 min; inhibition, % at 12.5 µM; 310,000 tested, 0.54% active; AID 743445; in the data active = inhibition above about 50%
SR-BI DiI inh – inhibitors of mouse SR-BI mediated HDL lipid uptake. ldlA[mSR-BI] CHO cells, DiI-HDL uptake fluorescence, 3 h. inhibition, % at 12.5 µM. Q61009. 320,000 tested, 0.96% active;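 active = mean replicate inhibition of at least 70% and a set share of replicates each scoring 70 or more; inconclusive = meets just one of the two criteria; inactive = fails both criteria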;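 also: 0% = median of neutral control wells and 100% = median of positive control wells; values of inactives mirror those of a sister screen read the other way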
SR-BI DiI-HDL act – activators of SR-BI mediated HDL lipid uptake | CHO ldlA[mSR-BI] cells, DiI-HDL uptake fluorescence, 3 h; 100 = double the neutral-control signal | activation, % at 12.5 µM | 320,000 tested, 0.096% active | AID 504775;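 active = mean replicate activation of at least 60% and every replicate at or above 60%; inconclusive = mean or all-replicate condition met, but not both; inactive = mean below 60% and not all replicates reaching 60%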;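 also: 0% = median plate neutral-control signal and 100% = twice that signal; values of inactives mirror those of a sister screen read the other way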
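Test system: SR-BI-overexpressing, LDLR-lacking CHO cells; Also added: labelled HDL, 10 µg/mL; Measured by: bottom-read cell fluorescence after medium removal, ex 550/em 595 nm; Timing: 3 h uptake period with compound, 37 °C; Buffer or medium: F12, 0.5% BSA, 25 mM HEPES; Doses: single compound concentration, delivered by pin transfer.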
An asterisk follows results filed as active; u = inconclusive; x = not tested or not shown. An unsorted share of the library (roughly 4.7% active in at least one column).

SMILES	CDK5 p35 inh	dFosB activator	MITF TRPM1 HTS	Arrestin-AP2 inh	PKA-R1A activ	SUMO Mot1 rescue	PKA-R2B act	Pemphigus Ab inh	NSD2 inh	SR-BI DiI inh	SR-BI DiI-HDL act
Cc1ccccc1N(CC(=O)NCC1CCCO1)C(=O)C1(C)CC(=O)N=C2C=CC=CN21 (stereo not drawn)	-0.6	0	3	10	-4	3	-7	104	-1	-18	18
COc1ccc(OC)c(S(=O)(=O)N(C)CC(=O)N2CCCCC2)c1	-3.2	4	-3	29	-5	16	8	x	-1	-17	17
CCN(CC)C(=O)CSc1ncnc2c1nnn2-c1ccc(OC)cc1	-0.8	-2	-6	21	3	6	-2	90	x	-35	35
CN(Cc1ccco1)c1ncnc2ccc(-c3ccoc3)cc12	0.2	-8	8	16	2	15	-5	102	x	-15	-6
COc1ccc(OC)c(N2C(=O)CC(C(C)c3ccccc3)C2=O)c1 (stereo not drawn)	0.4	-4	8	3	-7	-7	-8	101	-2	-14	14
O=C(COc1ccccc1C(=O)Nc1ccccc1)NCCc1ccccc1	0.1	-3	12	20	8	98	-7	98	2	-12	12
CC(C)(C)NC(=O)c1cc([N+](=O)[O-])ccc1N1CCCCC1	0.6	-5	-3	0	-9	-4	-16	x	0	11	-11
N#C/C(=C\c1cccnc1)C(=O)Nc1ccccc1	1.0	-4	6	-11	8	-3	-7	107	44	-4	4
Cc1cc(C(=O)NC2CCCc3c2cnn3-c2ccc(C)c(C)c2)n(C)n1 (stereo not drawn)	0.3	-12	-39	-6	3	12	-1	102	7	49	-49
Cc1cc(NS(=O)(=O)c2ccc(NC(=O)c3ccc(Br)o3)cc2)nc(C)n1	-1.1	-5	-2	1	0	16	-12	96	-1	-14	14
O=C(OCc1cc(-c2ccccc2)no1)c1ccc2ccccc2n1	-0.5	-21	x	-1	-2	-6	1	x	10	14	-14
NS(=O)(=O)c1ccc(NC(=O)COC(=O)c2ncc(Cl)c(Cl)c2Cl)cc1	1.2	-15	-9	-18	-5	-6	7	94	14	-10	10
CCOc1ccccc1C(=O)Nc1ccccc1C(N)=O	1.4	-4	-16	3	-6	7	-4	128	-14	34	-34
CC(=O)Nc1ccccc1-c1nn[nH]n1	-4.4	-2	-18	-12	-5	7	-10	110	0	-10	10
Cc1noc(C)c1S(=O)(=O)N1CCC(C(=O)Nc2ccc(OC(F)(F)F)cc2)CC1	1.1	u	-10	7	3	-28	-4	91	-1	30	-30
CC(=O)c1nnn(-c2nc(N3CCCC3)nc(N(c3ccccc3)c3ccccc3)n2)c1C	-0.6	-1	1	1	0	-21	-4	107	-1	-14	14
CCOc1ccc(-c2nnc(N(CC)C(=O)C3CCC3)s2)cc1	1.4	-23	x	35	-12	-8	-5	99	-5	56	-56
NS(=O)(=O)c1ccc(NC(=O)CSc2nnc(NC3CC3)s2)cc1	-4.1	0	7	-5	2	x	-1	105	14	-22	22
CCCCc1ccc(/C(C)=N/NC(=O)C2CCCC2)cc1	-0.6	-9	-2	9	1	11	5	102	4	-3	3
O=C(Nc1cccnc1Cl)c1cc2ccccc2o1	0.2	-8	71	-23	-1	567*	3	112	0	7	-7
COC(=O)C1=C(C)N(Cc2ccccc2)C(=O)N[C@H]1c1ccc(Br)cc1	-5.5	-4	0	3	-7	-4	-6	104	x	33	-33
CC(Sc1nnnn1-c1ccc(Cl)cc1)C(=O)NCC(=O)Nc1ccc(F)c(F)c1F (stereo not drawn)	-1.6	2	10	-21	5	-22	-2	101	-2	32	-32
CCN1CCN(c2ncc(C(=O)N3CCN(c4ccccc4OC)CC3)c3ccccc23)CC1	-1.1	-1	-7	-9	1	x	3	x	0	-6	6
CC(C)Oc1ccc(CNC(=O)Cn2c(=O)c3cccn3c3cccnc32)cc1	0.9	30*	-11	-20	8	3	-1	105	1	6	-6
Cn1c(-c2ccc(=O)[nH]c2)nc2ccccc21	0.6	5	-1	2	x	1	x	101	-5	-8	8
COc1cccc(NC(=O)c2csc3c2CCCC3)c1	0.1	-11	95*	3	0	-13	2	105	1	53	-53
S=C(NC1CCCCC1)c1ccc2c(c1)OCO2	0.5	-3	44	10	1	15	-1	102	21	0	0
Fc1ccccc1/C=N/n1c(COc2ccccc2)n[nH]c1=S	8.5	-3	-15	-48	4	7	3	127	7	-18	18
COc1ccc(NC(=O)NC2(C(=O)N3CCOCC3)CCCCC2)cc1	-2.0	4	10	25	-5	56	0	99	3	-12	12
COc1cc(/C=N/NC(=O)Nc2ccccc2)ccc1OC(C)=O	0.6	1	47	0	-2	-9	2	101	2	-1	1
Cc1ccc2c(c1)sc1nc(=O)ccn12	-1.3	-6	-12	2	-15	-1	3	96	-2	-2	2
Cc1ccc(C(c2sc3ncnn3c2O)N2CCCCC2)cc1 (stereo not drawn)	0.3	-4	x	-5	-14	-3	8	97	x	-11	11
COC(CNC(=O)CN1CCN(Cc2ccc(F)cc2Cl)C1=O)OC	1.0	0	4	19	-1	208	-4	97	0	x	x
Fc1cccc(-c2nnn3c2nc(Cl)c2ccccc23)c1	0.5	-26	-11	2	0	x	1	98	x	-6	6
CS(=O)CSc1nc2c(cc1C#N)CCCC2 (stereo not drawn)	2.5	-6	-5	33	-2	14	-1	104	-1	7	-7
CCC(Cc1ccccc1)NC(=O)CCNS(=O)(=O)c1cc(Br)cnc1N (stereo not drawn)	-1.3	-11	2	2	4	-17	-6	108	1	-2	2
COCc1cc(CN2CCN(CCCc3ccccc3)C(CCO)C2)ccc1OC (stereo not drawn)	-0.3	-7	10	-4	-4	-4	-5	105	2	1	-1
Cc1cc(C)cc(C(=O)N(C)C2CCCN(Cc3ccccc3F)C2)c1 (stereo not drawn)	-0.9	-1	x	5	0	-2	-3	134	2	18	-18
CCOC(=O)c1nnn2c1nc(N1CCN(C)CC1)c1ccccc12	0.1	-19	x	16	-1	5	-5	x	1	-27	27
CC(C)Cc1nnc(NC(=O)CCS(=O)(=O)c2ccc(Cl)cc2)s1	-0.1	15	-4	-11	0	-7	5	101	-2	-3	3
Oc1ccccc1C=NNc1nc2ccccc2s1	0.1	-5	-4	5	7	x	1	92	2	101*	-101
Cc1ccc(C(=O)NC(=S)Nc2ccccc2N2CCCC2)cc1[N+](=O)[O-]	-0.6	-15	-29	41	5	7	7	97	0	37	-37
CCOC(=O)/C=C1/SCC(=O)N1CC(=O)Nc1cccc(F)c1	-0.8	-1	2	-17	-6	-12	5	112	-3	-18	18
O=[N+]([O-])c1ccc(CN2CCN(c3ccc(Cl)cc3)CC2)o1	0.2	-5	-9	42	0	50	0	99	1	0	0
Cc1nccn1CCOc1ccc(Cl)cc1	-0.6	0	-3	8	-4	7	7	112	-2	-12	12
O=C1CC(C(=O)O)S/C(=N\NC(=O)c2ccc(F)cc2)N1 (stereo not drawn)	-0.5	-4	2	-9	-2	280	-10	122	-6	-11	11
CS(=O)(=O)c1ccc(-c2nn[nH]n2)cc1	-5.2	1	x	6	-3	11	-6	99	-1	10	-10
CCN(CC)S(=O)(=O)c1ccc(/C=C/C(=O)Nc2ccc(Br)cc2F)cc1	-1.6	-1	-20	7	8	x	-1	77	-1	20	-20
OCC(CO)c1cnnc2ccccc12	-4.0	3	0	-2	-2	x	-6	97	1	-24	24
Cc1cc(C(=O)CSc2nnc(-c3cccs3)n2Cc2ccccc2)c(C)n1C	2.1	-3	-2	-7	1	7	6	102	6	14	-14
COc1cc2c(-c3ccc(O)cc3)nc3c(c(C)nn3-c3ccccc3)c2cc1OC	-0.4	27*	-14	7	-7	-21	3	110	-2	-9	9
CCc1noc(C)c1C(=O)Oc1ccc(N(C)S(=O)(=O)c2ccc(C)c(C)c2)cc1	-0.4	-3	-10	-8	-5	-6	-6	96	-2	23	-23
NC(=O)C1CCN(CC(O)COc2ccc(-c3ccccc3)cc2)CC1 (stereo not drawn)	2.0	-9	-4	-3	0	11	2	93	0	x	x
NC(=O)c1ccc(NC(=O)CSc2nc3ccccc3c(=O)n2CCCN2CCOCC2)cc1	-3.7	-18	-3	1	-3	1	2	101	-3	-20	20
COc1cc(OC)cc(C(=O)NCCn2ccc3ccccc32)c1	0.3	1	x	1	-7	107	-10	103	x	11	-11
Cc1ccc(Sc2ncccc2C(N)=O)cc1	-0.1	0	-3	16	-5	50	-6	105	106*	0	0
O=C(CN(CC1CCCO1)C(=O)CCC(=O)Nc1nccs1)NCC1CCCO1 (stereo not drawn)	-9.0	2	7	0	4	-3	-5	x	-2	-15	15
O=C(NC1(O)C(=O)c2ccccc2C1=O)c1ccccc1	1.7	-4	-6	2	-1	-18	-6	89	110*	-17	17
O=C(CCc1c[nH]c2ccccc12)OCc1ccc(Br)cc1	0.5	2	-9	1	-3	-32	5	103	-2	-3	3
COc1ccccc1S(=O)(=O)N1CCN(S(=O)(=O)c2cccs2)CC1	-1.8	-6	2	39	-3	-7	-3	110	21	-6	6
Carrying on.
SMILES	CDK5 p35 inh	dFosB activator	MITF TRPM1 HTS	Arrestin-AP2 inh	PKA-R1A activ	SUMO Mot1 rescue	PKA-R2B act	Pemphigus Ab inh	NSD2 inh	SR-BI DiI inh	SR-BI DiI-HDL act
Cc1ccc(Nc2nc(N)nc(CSc3nc4ccccc4s3)n2)cc1	-0.7	53*	39	47	-9	49	-2	99	0	-13	13
CC(=O)Nc1ccc2nc(SCC(=O)N3CCOCC3)sc2c1	2.4	1	7	10	-9	-1	-3	101	17	-1	1
CCCSc1nnc(-c2c[nH]c3ccccc23)n1C	0.5	1	40	5	-3	-1	13	91	x	-14	14
CCN(CC)Cc1c(C(=O)OC(C)C)nnn1-c1nonc1N	1.1	-9	4	-1	-2	564	1	105	-1	-14	14
O=C(N/N=C/c1cccnc1)c1cccs1	2.4	-8	x	28	-11	18	3	x	-1	2	-2
